Screening results deposited in PubChem by several laboratories.
procasp7 counter – activates human procaspase-7, counter-screen for procaspase-3 activators | P55210 | recombinant procaspase-7, Ac-DEVD-pNA absorbance 405 nm; D23A/D198A/D206A triple mutant, cannot self-cleave; scale: DMSO 0, 5 µM enzyme 100 | activation, % at 8.5 µM | 330,000 tested, 0.093% active | AID 463210;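 active = percent activation above the screen-wide mean plus 3 SD, cut at about 25% in these data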
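Replicates: singlicate. Assay system: Procaspase-7 triple mutant (PC-7 D3A). Signal: 405 nm absorbance of p-nitroaniline. Times: 1 h preincubation, 2 h reaction. Buffer or medium: Zinc-free HEPES pH 7.4 with 300 mM NaCl, 0.01% Triton X-100. Also added: DEVD-pNA substrate. Benchmarks: DMSO wells as 0%, DMSO with 5 µM added PC-7 as 100%.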
MEP2 TOR yeast – yeast TOR pathway MEP2-GFP modulation; 330,000 tested, 0.51% active; S. cerevisiae MEP2-GFP strain, flow cytometry GFP, 3 h; 100% = DMSO control level; GFP response vs DMSO, % at 10 µM; AID 2016;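 active = GFP response versus DMSO above a set limit, roughly screen mean plus 3 SD, cut at about 180% in these data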;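 also: median GFP fluorescence of the barcode-gated MEP2-GFP cells per well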
ZTA counter – ZTA (EBV) inhibition in EBNA-1 counter-screen. P03206. ZTA-DNA binding, fluorescence polarization. inhibition, % at 11 µM. 320,000 tested, 0.15% active. AID 2234; in the data active = inhibition above about 33%
procasp3 activ – activators of human procaspase-3. recombinant procaspase-3 D3A, Ac-DEVD-pNA absorbance 405 nm. activation, % at 8.5 µM. 330,000 tested, 0.11% active. AID 463141;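 active = activation above the mean of all tested compounds plus 3 SD, cut at about 21% in these data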;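 also: 0% = DMSO alone and 100% = DMSO wells spiked with extra 5 µM PC-3 D3A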
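Technique: 405 nm absorbance of p-nitroaniline, reads at 0 and 120 min; Test system: Procaspase-3 D3A mutant; Incubation: 1 h enzyme-compound preincubation, then 2 h substrate reaction, 25 °C; Repeats: singlicate, each compound tested once; Benchmarks: low control DMSO wells, high control DMSO plus 5 µM PC-3 D3A.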
LAP4 TOR yeast – yeast TOR pathway LAP4-GFP modulation; S. cerevisiae LAP4-GFP multiplex, flow cytometry GFP, 3 h; median GFP as percent of DMSO wells; GFP response vs DMSO, % at 10 µM; 320,000 tested, 0.34% active; AID 2023;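 active = GFP response vs DMSO above a set limit, about the screen mean plus 3 SD, cut at about 150% in these data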
EBNA-1 inhibitor – blocks EBNA-1 binding to DNA; EBNA-1 DNA binding, fluorescence polarization; inhibition, % at 14.8 µM; 300,000 tested, 0.34% active; AID 1950; in the data active = inhibition above about 28%
AHR act – human AHR activation | AHR-responsive luciferase reporter cells, luminescence | activation, % at 5 µM | 320,000 tested, 2.5% active; in the data active = activation above about 47%;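 also: 0% = vehicle wells and 100% = reference agonist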
RPL19A TOR yeast – yeast TOR pathway RPL19A-GFP modulation | S. cerevisiae RPL19A-GFP strain, flow cytometry, 3 h; hits give low values | percent response vs DMSO, % at 10 µM | 330,000 tested, 0.3% active;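 active = percent response vs DMSO below 50%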;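 also: median channel GFP fluorescence of the barcoded RPL19A-GFP strain; ratio of sample median GFP to plate DMSO average so 100% = DMSO; lower means less RPL19A-GFP as with rapamycin TOR inhibition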
* hit, by the source's call; · = no result given. Compounds as they come; overall some 3.8% were active at least once.

Each structure is followed by: AHR act	ZTA counter	RPL19A TOR yeast	procasp3 activ	MEP2 TOR yeast	LAP4 TOR yeast	EBNA-1 inhibitor	procasp7 counter
Cn1nc(C(=O)NCc2ccccc2)cc1C(=O)NCc1ccccc1
  -0.5	2.9	103.0	8.1	143.2	102.0	13.4	4.1
CCOC(=O)C1CC(c2ccccc2)=NNC1=O (stereo not given)
  0.7	-12.1	98.9	7.2	98.7	99.2	0.4	10.0
C=C1CCN([C@@H](CC(C)C)C(=O)Nc2ccc(OC)cc2)S(=O)(=O)c2ccccc21
  5.7	-11.8	102.6	0.0	94.9	111.2	13.1	0.7
S=C(NC1CCCCC1)N1CCn2cccc2C1c1ccncc1 (stereo not given)
  1.1	14.5	103.6	-5.5	99.6	95.7	4.1	2.6
O=C(CC(=O)NCc1ccc(Cl)cc1)NCc1ccccc1
  15.7	-3.8	102.6	5.3	114.1	100.2	-8.7	4.8
Clc1cccc(OCCN2CCOCC2)c1
  -2.5	2.0	99.9	3.9	97.9	79.0	7.8	-0.3
CC(=O)Nc1ccc(NC(=O)CCn2nnc3ccccc32)cc1
  -0.6	-7.7	99.2	7.7	104.7	104.9	2.8	3.4
Cc1ccsc1/C=C1/SC(N2CC(C)OC(C)C2)=NC1=O (stereo not given)
  17.2	-6.3	99.2	0.8	99.8	98.5	0.5	-2.6
Cc1cc(C)cc(NC(=O)CN2C(=O)c3ccccc3C2=O)c1
  7.6	-1.2	100.9	5.6	98.8	101.2	-7.5	2.3
CC(C)(CSc1nncn1/N=C/c1ccco1)NS(=O)(=O)c1ccc(Cl)cc1
  2.5	-2.5	84.3	1.9	91.6	89.8	-0.5	2.3
C/C=C/C(=O)N1c2ccc(C)cc2C(C)=CC1(C)C
  -0.4	9.9	99.3	1.0	103.9	104.3	-11.1	8.2
CCOC(=O)c1c(NC(=O)CSC(=S)N2CCOCC2)sc(C)c1C
  -0.7	0.9	105.3	-0.7	102.8	97.0	-4.3	-6.3
CCc1cc2ccc(C)cc2nc1SCC(=O)c1ccc(NC(C)=O)cc1
  20.6	1.7	99.0	-1.0	110.7	100.5	4.1	-0.9
O=C(COC(=O)CC1CCCC1)Nc1ccc(Br)cc1F
  1.0	·	93.5	2.5	103.8	96.0	·	20.1
Cc1ccc(C)c(N2CCN(C(=S)NC3CCCCC3)CC2)c1
  -0.4	-6.1	103.0	-19.4	96.9	87.3	-0.3	2.6
CC(C(=O)Nc1ccccc1Cl)N(c1ccccc1)S(C)(=O)=O (stereo not given)
  0.5	7.5	99.7	1.8	99.8	99.4	-10.2	7.1
CCOC(=O)c1c(NC2OC(=O)c3c2ccc(OC)c3OC)sc(C(=O)OC(C)(C)C)c1C (stereo not given)
  10.1	10.9	94.7	0.8	97.9	105.2	1.6	3.3
CCOC(=O)c1[nH]c(C)c(C(=O)OCc2ccc(C)cc2)c1C
  6.7	-0.3	95.8	-2.0	97.0	93.7	2.1	0.9
CCOc1ccc(C2NC(=O)c3ccccc3O2)cc1OC (stereo not given)
  0.4	-11.4	92.3	-4.2	92.9	88.6	-0.9	-9.6
O=C(CCN1CCOCC1)Nc1cc(C(=O)Nc2ccc(Cl)cc2)ccc1N1CC2CC(C1)c1cccc(=O)n1C2 (stereo not given)
  7.4	16.0	102.3	3.2	96.3	105.3	6.4	-3.4

Three compounds out of the list above, sorted by their value in MEP2 TOR yeast, smallest number first:
mol | AHR act | RPL19A TOR yeast | procasp3 activ | MEP2 TOR yeast | LAP4 TOR yeast | EBNA-1 inhibitor
Cc1ccc(C)c(N2CCN(C(=S)NC3CCCCC3)CC2)c1 | -0.4 | 103.0 | -19.4 | 96.9 | 87.3 | -0.3
CCOC(=O)c1c(NC(=O)CSC(=S)N2CCOCC2)sc(C)c1C | -0.7 | 105.3 | -0.7 | 102.8 | 97.0 | -4.3
CC(=O)Nc1ccc(NC(=O)CCn2nnc3ccccc32)cc1 | -0.6 | 99.2 | 7.7 | 104.7 | 104.9 | 2.8

Compound profiles (already shown).
CCOC(=O)c1[nH]c(C)c(C(=O)OCc2ccc(C)cc2)c1C is entered as AHR act: 6.7; ZTA counter: -0.3; RPL19A TOR yeast: 95.8; procasp3 activ: -2.0; MEP2 TOR yeast: 97.0; LAP4 TOR yeast: 93.7; EBNA-1 inhibitor: 2.1; procasp7 counter: 0.9
Cc1ccsc1/C=C1/SC(N2CC(C)OC(C)C2)=NC1=O (stereo not given) is entered as AHR act: 17.2; ZTA counter: -6.3; RPL19A TOR yeast: 99.2; procasp3 activ: 0.8; MEP2 TOR yeast: 99.8; LAP4 TOR yeast: 98.5; EBNA-1 inhibitor: 0.5; procasp7 counter: -2.6

Continued:
Each structure is followed by: AHR act	ZTA counter	RPL19A TOR yeast	procasp3 activ	MEP2 TOR yeast	LAP4 TOR yeast	EBNA-1 inhibitor	procasp7 counter
CCC(C)c1ccccc1N1CC(C(=O)Nc2ccc(C)c(S(=O)(=O)N3CCOCC3)c2)CC1=O (stereo not given)
  1.2	8.3	95.2	-6.3	99.9	95.1	-5.5	0.6
Cc1[nH][nH]c(=O)c1C(c1cc2c(cc1Br)OCO2)c1c(C)[nH][nH]c1=O
  0.1	4.8	95.1	-0.5	98.1	121.4	-1.2	1.9
Cc1ccc(OCCN2C(=O)c3ccccc3C2=O)c([N+](=O)[O-])c1
  10.5	-1.7	91.3	0.9	104.2	101.4	-4.5	-1.4
COc1ccc(NC(=O)CSc2nc3[nH]ncc3c(=O)[nH]2)cc1OC
  1.7	-8.2	88.5	3.7	102.4	91.7	13.1	-5.2
CC(NC(=O)CN1CCN(c2ncccn2)CC1)c1ccc(F)cc1 (stereo not given)
  0.6	8.7	98.6	2.6	98.1	101.2	-1.6	3.3
Nc1ccc(N=Nc2ccc(N)cc2)cc1
  -5.1	-8.2	97.2	-4.1	99.4	112.1	-7.1	-22.0
CNC(=S)Nc1ccc(C)c(NC(=S)NC)c1
  2.5	-11.5	95.4	-3.0	93.5	96.0	1.6	-12.0
CCCn1c2ccccc2c2cnn(CC(=O)OC)c(=O)c21
  3.4	-5.9	97.1	2.5	101.6	107.9	-14.1	13.6
COc1ccc(S(=O)(=O)Nc2cccc3c2O[C@H](CN(C)Cc2ccc(Cl)c(Cl)c2)[C@@H](C)CN([C@H](C)CO)C3=O)cc1
  2.6	·	96.1	4.5	95.3	105.8	·	5.6
Cc1csc(SC(C)C(=O)NC2CCCCC2C)n1 (stereo not given)
  -2.9	-11.3	98.9	6.0	97.4	103.5	-5.0	-0.4
CN1CCN(CCCNC(=O)c2ccc(/C=C3\Oc4ccccc4N(Cc4ccc(Cl)cc4)C3=O)cc2)CC1
  2.1	45.5*	102.0	38.4*	101.4	103.4	-10.4	10.7
CN(CCCNC(=O)CCCOc1cc(=O)n(C)c2ccccc12)Cc1ccccc1
  0.0	-14.9	100.5	-1.8	99.4	98.4	-10.7	3.2
COC(=O)c1ccc(CSc2nncn2N)cc1
  0.7	-2.3	93.3	4.7	100.4	92.5	-1.8	8.7
CC(C)CCNC(=O)C(=O)Nc1cc2c3c(c1)CCC(=O)N3CCC2
  3.4	11.1	96.8	-0.1	101.0	92.3	-0.6	-0.6
CCOCCCNC(=O)c1cc(C)nn1-c1ccccc1
  -1.3	5.9	105.7	3.5	109.8	110.7	-0.5	-5.2
CCn1c(SCc2ccc(C#N)cc2)nnc1-c1cccc(Cl)c1
  -4.8	1.7	95.7	-4.8	96.6	103.1	4.4	-1.7
COc1ccc(C(=O)NC(=S)Nc2ccc(CN3CCCCC3)cc2)cc1Cl
  -1.6	-2.6	90.3	-3.0	97.3	100.0	-4.5	2.7
COc1ccc(C(c2sc3nc(C)nn3c2O)N2CCN(Cc3ccccc3)CC2)cc1OC (stereo not given)
  0.2	-11.1	96.5	5.6	106.1	109.5	2.9	17.9
O=C(CCc1ccccc1)Nc1ccccc1[N+](=O)[O-]
  -3.8	6.4	100.5	-1.1	100.4	101.3	5.0	-2.6
CNC(=O)Cn1nc(-c2ccc(Cl)cc2)c2ccccc2c1=O
  -0.7	-5.8	104.2	-0.9	106.7	97.4	-9.7	-2.0
O=c1[nH]c(C2CCN(S(=O)(=O)/C=C/c3ccccc3)CC2)nc2c1nnn2Cc1ccccc1
  -2.7	11.1	99.3	8.5	98.9	94.2	6.6	2.9
CCOc1ccc(N(CC(=O)NC2CCCCC2)S(=O)(=O)c2ccccc2)cc1
  -2.0	-20.4	102.3	3.0	122.7	94.1	-1.0	-8.5
CCOC(=O)c1ccc(CC2SC(N)=NC2=O)cc1 (stereo not given)
  0.8	-1.5	103.1	4.5	101.0	97.8	-5.6	10.0
COc1ccc(N2CCN(CC(=O)c3ccccc3)CC2)cc1
  2.0	8.8	105.9	-8.5	103.8	88.6	4.0	3.9
COc1cccc(C2=CC(=O)C[C@H](c3ccc(F)cc3)C2)c1OC
  3.2	-10.0	96.2	-0.4	99.1	100.5	·	5.4
CC(=O)c1ccc(S(=O)(=O)Nc2ccc(Cl)c(S(=O)(=O)N3CCCC3)c2)cc1
  -0.2	·	96.2	6.5	93.5	86.8	·	-5.0
COc1ccc(NC(=O)Cc2coc3cc(C)ccc23)cc1S(=O)(=O)N1CCOCC1
  3.3	-6.4	100.0	4.9	100.0	95.0	-7.8	-1.6
CCOC(=O)N1CCN(Cc2nc3cc(NC(=O)CC(C)C)ccc3n2CC)CC1
  -1.3	4.7	101.5	-8.9	104.5	98.5	-2.8	13.1
CCN1C(=O)/C(=C2\SC(N3CCCCC3)=NC2=O)c2ccccc21
  22.2	-8.5	102.5	-1.5	103.6	110.4	2.5	-1.1
CC(=O)c1ccc(NC(=O)C(C)N(C)CC(=O)Nc2ccccc2Cl)cc1 (stereo not given)
  4.0	12.4	102.4	-3.6	103.5	96.8	-3.8	-11.7
COc1cc(F)ccc1S(=O)(=O)N1CCN(C23CC4CC(CC(C4)C2)C3)CC1
  2.5	5.9	96.3	3.4	102.8	95.3	4.5	3.3
CCC(C)(NC=O)C(=O)Nc1c(C)cccc1C (stereo not given)
  -0.4	-12.6	99.8	7.2	89.0	102.0	6.4	4.2
CCOC(=O)c1cc(NC(=O)c2ccccc2)c(=O)n2c1oc1ccccc12
  0.6	-12.2	96.5	-1.3	92.5	107.6	-2.5	18.0
Cc1nc(SCc2ccccc2)c2ccsc2n1
  1.0	0.8	96.7	0.1	92.4	94.1	4.0	8.8
O=C(COc1ccc(Br)cc1)N1CCN(c2ccc([N+](=O)[O-])c(N3CCCCC3)c2)CC1
  5.7	3.0	99.7	2.3	98.8	97.1	1.6	-4.5
O=C(CC1CCCCC1)NCC1CCCO1 (stereo not given)
  3.7	-7.6	98.2	-0.6	97.1	107.3	-10.5	10.0
O/N=C1/CCCSc2ccccc21
  5.1	-15.9	89.6	3.5	94.8	85.9	-7.7	-1.4
N#CNC(=Nc1ccccc1)SCc1ccc(C(=O)O)cc1
  0.5	12.0	102.4	7.6	104.6	106.5	-17.6	11.8
CC(=O)C1=C(NC(=O)c2ccc(C(F)(F)F)cc2)C[C@@H]2[C@H]1C2(C)C
  -4.9	-0.1	101.9	3.0	98.8	100.7	0.1	5.0
CCn1c(COc2ccccc2)nnc1SCC(=O)Nc1cc(C)ccc1OC
  4.6	1.0	108.2	-4.2	104.3	111.3	-13.1	-14.8
O=C(CNC(=O)c1nc[nH]c1C(=O)N1CCN(c2ccccc2)CC1)OCc1ccccc1
  -1.3	-20.9	93.9	6.8	88.0	122.3	15.1	-0.3
COc1cc(C(=O)NCCOc2ccccc2C)c(Br)c(OC)c1OC
  6.8	-5.0	96.9	7.6	99.4	92.5	6.2	16.0
